# RNase H inhibition: RNase H inhibition, HIV 1 Gag Pol polyprotein, FRET biochemical assay, screening (AID 372); hit rate 0.77% among 100,000; one-dose inhibition, % at 10 µM; IC50 in µM for titrated hits; HIV-1 RT RNase H, FRET RNA/DNA substrate fluorescence; higher % means a stronger effect; in the data active means inhibition above about 50%
# * hit, by the source's call. This is a subset; the hit share may differ from the screen's.
SMILES,RNase H inhibition
c1ccc(C2CC3CC(c4ccco4)N2O3)cc1 (centres undefined),2%
CN1C(=O)NC(=O)/C(=C/c2ccc(-c3ccccc3[N+](=O)[O-])o2)C1=O,8%
CN1CCN(Cc2ccc(C(F)(F)F)cc2)CC1,0%
CC(C)CP(=O)(O)c1ccccc1,7%
COc1ccc(CCNCc2cccc([N+](=O)[O-])c2)cc1OC,0%
Cc1ccc(S(=O)(=O)ON2CC2(C(F)(F)F)C(F)(F)F)cc1 (centres undefined),15%
Oc1c(I)cc(I)cc1CN1CCN(c2ccccc2F)CC1,8%
Cc1ccc(N2C(=O)NC(=O)/C(=C\c3cn(CC(=O)O)c4ccccc34)C2=O)cc1,11%
CCOc1ccccc1CN1CCN(c2cccc(Cl)c2)CC1,0%
Cc1ccc(/C=C2/C(=O)NC(=S)N(c3ccc(F)cc3)C2=O)s1,21%
Cc1ccccc1C1C(C#N)=C(N)Oc2c1c(=O)oc1ccccc21 (centres undefined),16%
CCC(=O)N1CC(=O)Nc2ccc(C)cc2C1c1ccccc1 (centres undefined),0%
O=C1NC(=O)N(c2ccc(Cl)cc2)C(=O)/C1=C\c1cc(Br)cc(Cl)c1O,8%
Cc1cccc(CN2CCN(c3cccc(C)c3C)CC2)c1,0%
CN1CCN(C(=O)COc2ccc(Cl)cc2Br)CC1,6%

# Among those listed so far, two contain sulfur.
SMILES,RNase H inhibition
Cc1ccc(S(=O)(=O)ON2CC2(C(F)(F)F)C(F)(F)F)cc1 (centres undefined),15%
Cc1ccc(/C=C2/C(=O)NC(=S)N(c3ccc(F)cc3)C2=O)s1,21%

# The main list resumes, repeating the 3 entries before the break.
SMILES,RNase H inhibition
O=C1NC(=O)N(c2ccc(Cl)cc2)C(=O)/C1=C\c1cc(Br)cc(Cl)c1O,8%
Cc1cccc(CN2CCN(c3cccc(C)c3C)CC2)c1,0%
CN1CCN(C(=O)COc2ccc(Cl)cc2Br)CC1,6%
O=C(c1ccc([N+](=O)[O-])cc1)C12CN3CN(CN(C3)C1)C2,7%
CCN1CCN(Cc2ccccc2C(F)(F)F)CC1,12%
COc1ccc(C(=O)NC(Cc2cnc[nH]2)C(=O)O)cc1 (centres undefined),0%
COc1ccc2ccccc2c1/C=C1/C(=O)NC(=S)N(c2ccc(C)cc2)C1=O,11%
COc1ccc(Br)cc1CN1CCN(C(=O)COc2ccc3ccccc3c2)CC1,42%
O=c1c2ccccc2nc(CSc2ccccn2)n1-c1ccccc1Cl,0%
O=C1NC(=O)N(Cc2ccccc2)C(=O)/C1=C/c1ccc2c(c1)OCO2,7%
O=[N+]([O-])c1ccccc1N1CCNCC1,1%
CCOc1ccc(N2C(=O)NC(=O)/C(=C\c3cc(OC)c(OC)cc3[N+](=O)[O-])C2=O)cc1,0%
COc1ccc(CN2C(=O)NC(=O)/C(=C\c3ccc(OC)c(OC)c3OC)C2=O)cc1,4%
COc1cc(OC)cc(C(=O)Nc2ccc([N+](=O)[O-])cc2C(=O)c2ccccc2)c1,18%

# Taken from above:
# In RNase H inhibition, COc1cc(OC)cc(C(=O)Nc2ccc([N+](=O)[O-])cc2C(=O)c2ccccc2)c1 is entered as 18%
# In RNase H inhibition, CN1CCN(C(=O)COc2ccc(Cl)cc2Br)CC1 is entered as 6%
# In RNase H inhibition, Cc1ccc(/C=C2/C(=O)NC(=S)N(c3ccc(F)cc3)C2=O)s1 is entered as 21%
# In RNase H inhibition, COc1ccc2ccccc2c1/C=C1/C(=O)NC(=S)N(c2ccc(C)cc2)C1=O is entered as 11%
# In RNase H inhibition, CN1C(=O)NC(=O)/C(=C/c2ccc(-c3ccccc3[N+](=O)[O-])o2)C1=O is entered as 8%
# In RNase H inhibition, O=C(c1ccc([N+](=O)[O-])cc1)C12CN3CN(CN(C3)C1)C2 is entered as 7%
# In RNase H inhibition, CC(C)CP(=O)(O)c1ccccc1 is entered as 7%

# Looked up by compound from above, 2 records:
SMILES,RNase H inhibition
O=C1NC(=O)N(Cc2ccccc2)C(=O)/C1=C/c1ccc2c(c1)OCO2,7%
O=[N+]([O-])c1ccccc1N1CCNCC1,1%

# High-throughput results from PubChem BioAssay.
